Screening results: PubChem, The Scripps Research Institute Molecular Screening Center
PREPL inh: human PREPL enzyme inhibition; Q4J6C6; 320,000 compounds, 0.68% hits; inhibition, % at 5.96 µM; recombinant PREPL, fluorescence polarization activity-based probe; in the data active means inhibition above about 43%;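 further: 0% = enzyme with DMSO and 100% = wells lacking enzyme; many of its hits are not listed in these tables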
PAFAH1B3 inh: blocks human PAF acetylhydrolase 1B catalytic subunit 3; 340,000 compounds, 0.28% hits; recombinant PAFAH1B3, FP-rhodamine probe, fluorescence polarization; inhibition, % at 3.39 µM;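 active means inhibition above the screen-wide average of all tested compounds plus 3 SD, cut at about 25% in these data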;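 further: 0% = enzyme with DMSO only and 100% = wells lacking PAFAH1B3 protein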
Target sequence (Q15102 whole entry, looked up): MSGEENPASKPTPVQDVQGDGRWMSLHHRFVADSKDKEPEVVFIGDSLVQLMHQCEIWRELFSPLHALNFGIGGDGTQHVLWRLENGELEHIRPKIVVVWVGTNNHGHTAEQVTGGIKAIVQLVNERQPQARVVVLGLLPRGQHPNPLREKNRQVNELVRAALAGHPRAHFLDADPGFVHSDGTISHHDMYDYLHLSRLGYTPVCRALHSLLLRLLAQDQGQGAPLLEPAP
PAFAH2 FP inh: PAFAH2 (human) inhibition; recombinant PAFAH2, FP-rhodamine activity probe, fluorescence polarization; inhibition, % at 3.39 µM; 340,000 compounds, 0.99% hits; AID 492956;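 active means inhibition above the mean over all tested compounds plus 3 SD, cut at about 30% in these data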;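 further: inhibitors block probe labeling of enzyme so polarization drops; 0% = enzyme with DMSO and 100% = wells lacking PAFAH2 protein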
EBNA-1 inh: blocks EBNA-1 binding to DNA. 300,000 compounds, 0.34% hits. EBNA-1 DNA binding, fluorescence polarization. inhibition, % at 14.8 µM; in the data active means inhibition above about 28%
LYPLA1 counter: blocks human lysophospholipase 1, a PME1 counter-screen; O75608; recombinant LYPLA1, FP-Rh probe fluorescence polarization; AID 2174; 320,000 compounds, 0.16% hits; inhibition, % at 5.9 µM;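 active means inhibition above the mean of all tested compounds plus 3 SD, set per campaign, cut at about 14% in these data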;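 further: inhibitors block serine hydrolase probe labeling of LYPLA1 so polarization falls; 0% = enzyme with DMSO and 100% = wells lacking LYPLA1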
Target sequence (O75608 whole entry, looked up): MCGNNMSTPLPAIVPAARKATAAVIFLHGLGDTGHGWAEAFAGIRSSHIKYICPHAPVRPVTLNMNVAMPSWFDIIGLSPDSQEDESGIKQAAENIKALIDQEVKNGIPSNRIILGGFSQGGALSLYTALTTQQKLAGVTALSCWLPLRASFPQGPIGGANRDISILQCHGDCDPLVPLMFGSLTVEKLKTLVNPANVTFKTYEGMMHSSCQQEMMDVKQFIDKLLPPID
ZTA DNA inh: ZTA (EBV) inhibition in EBNA-1 counter-screen; inhibition, % at 11 µM; AID 2234; 320,000 compounds, 0.15% hits; ZTA-DNA binding, fluorescence polarization; in the data active means inhibition above about 33%
Target sequence (P03206 whole entry, looked up): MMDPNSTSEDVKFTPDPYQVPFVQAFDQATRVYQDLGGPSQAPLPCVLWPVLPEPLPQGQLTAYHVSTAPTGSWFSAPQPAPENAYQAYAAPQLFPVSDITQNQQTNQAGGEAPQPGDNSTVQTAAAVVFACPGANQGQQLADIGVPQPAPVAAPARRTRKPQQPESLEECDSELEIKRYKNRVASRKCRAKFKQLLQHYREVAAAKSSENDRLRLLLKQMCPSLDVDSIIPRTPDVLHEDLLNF
PAFAH1B2 inh: PAFAH1B2 (human) inhibition; P68402; recombinant PAFAH1B2, FP-rhodamine activity probe, fluorescence polarization; inhibition, % at 3.39 µM; 340,000 compounds, 1.2% hits;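 active means inhibition above the mean of all tested compounds plus 3 SD, cut at about 24% in these data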;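 further: 0% = enzyme with DMSO and 100% = wells lacking PAFAH1B2; many of its hits are not listed in these tables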
Target sequence (P68402 whole entry, looked up): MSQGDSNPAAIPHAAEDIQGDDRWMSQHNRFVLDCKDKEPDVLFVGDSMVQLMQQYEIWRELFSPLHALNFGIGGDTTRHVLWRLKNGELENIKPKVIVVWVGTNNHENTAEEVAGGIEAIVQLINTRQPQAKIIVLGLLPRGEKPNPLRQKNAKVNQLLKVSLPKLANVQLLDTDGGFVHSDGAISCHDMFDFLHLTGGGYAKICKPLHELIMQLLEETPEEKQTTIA
LYPLA2 counter: blocks human lysophospholipase 2, a PME1 counter-screen; O95372; recombinant LYPLA2, FP-Rh probe fluorescence polarization; inhibition, % at 5.9 µM; 320,000 compounds, 0.38% hits;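 active means inhibition above the screen-wide mean plus 3 SD, limit set per campaign, cut at about 26% in these data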;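 further: 0% = LYPLA2 with DMSO and 100% = wells lacking LYPLA2 enzyme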
pPAFAH inh: inhibitors of human plasma PAF acetylhydrolase (pPAFAH). Q13093. recombinant pPAFAH, FP-rhodamine probe fluorescence polarization. inhibition, % at 3.39 µM. 330,000 compounds, 1.5% hits. AID 463082;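 active means inhibition above the mean inhibition across the screen plus 3 SD, cut at about 25% in these data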;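 further: inhibitors block binding of the rhodamine activity-based probe so polarization drops; 0% = enzyme with DMSO and 100% = wells lacking pPAFAH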
The depositor's hits bear a star; . = not tested or not shown. Not all compounds are listed. The share of hits here may be higher or lower than overall.

Every second line gives: PREPL inh	PAFAH1B3 inh	PAFAH2 FP inh	EBNA-1 inh	LYPLA1 counter	ZTA DNA inh	PAFAH1B2 inh	LYPLA2 counter	pPAFAH inh
#1 CCN(CC(=O)NCc1ccc(Cl)cc1)C(=O)CCC(=O)c1ccc(C)cc1
    4	-6	2	2	-2	-10	2	1	4
#2 O=C(NCCCn1ccnc1)Nc1cccc(Cl)c1
    -8	1	-6	3	-1	6	3	3	1
#3 COC(=O)c1sccc1NC(=O)CSc1cc(Cl)ccc1Cl
    -5	0	0	-2	-4	-10	-3	4	-5
#4 COC(=O)c1cc(OCC(=O)NC2CCCc3ccccc32)cc(C(=O)OC)c1 (centres undefined)
    -1	2	0	-1	0	-26	3	7	1
#5 COc1cc(C(C[N+](=O)[O-])c2c(C)[nH]c3ccccc23)cc(OC)c1OC (centres undefined)
    1	10	1	1	0	1	1	-3	-1
#6 COc1ccc(/C=N\NC(=O)c2c(C)nc3ccc(Br)cn23)cc1
    -2	-2	5	-8	-4	4	2	-4	1
#7 Cc1ccc(NC(=O)c2ccccc2)cc1OC(=O)c1ccccc1
    5	1	1	7	-7	12	-4	-7	4
#8 COC(=O)c1scc(C)c1NC(=O)Cc1ccccc1
    -2	-1	-1	0	0	2	4	-1	-6
#9 Cc1ccc(N(CC(=O)NC2CCCCC2)C(=O)CNC(=O)c2ccco2)cc1F
    -2	9	3	-5	-4	6	2	-7	-2
#10 Cc1[nH]c2ccc(-c3nnc(SCC(=O)c4ccccc4F)o3)cc2c1C
    4	0	-6	-2	-4	11	-1	-7	16

Next part:
Every second line gives: PREPL inh	PAFAH1B3 inh	PAFAH2 FP inh	EBNA-1 inh	LYPLA1 counter	ZTA DNA inh	PAFAH1B2 inh	LYPLA2 counter	pPAFAH inh
#11 Cn1/c(=N/NC(=O)c2ccccc2F)sc2ccccc21
    8	8	8	-13	-3	-8	0	-9	-5
#12 COc1ccc(NC(=O)C(NS(=O)(=O)c2ccc3c(c2)CCCN3C(C)=O)C(C)C)c(OC)c1 (centres undefined)
    13	9	-9	-1	-1	3	7	-6	1
#13 O=C(NCC1CC1)c1onc(CSc2ccccc2)c1C(=O)NCC1CC1
    17	1	0	-2	-2	1	-2	-3	2
#14 CC(C(=O)NC1CCCC1)N(C(=O)c1ccc(-c2ccccc2)[nH]1)c1ccccc1F (centres undefined)
    11	1	4	-6	0	7	2	1	3
#15 COC(=O)[C@H](Cc1ccccc1)NC(=O)N1CCN(c2ccccc2)CC1
    0	8	2	0	-2	4	1	-1	4
#16 Cc1cccc(NC(=O)c2cc(N3C(=O)CCC3=O)ccc2Cl)n1
    9	2	0	1	1	-2	4	8	-3
#17 O=C(c1ccccc1)N1CCN(Cc2ccccc2Br)CC1
    13	1	-12	5	1	-1	0	-4	19
#18 CCN1C(=NCCOC)N[C@@H](c2cccs2)C(C(=O)OC)=C1C
    -7	7	-1	6	3	11	0	-1	5
#19 CC1=C(C(=O)OC(C)C)C(c2cccnc2)C2=C(CCCC2=O)N1 (centres undefined)
    2	-9	1	-10	0	3	6	1	-5
#20 CCc1ccccc1N(CC(=O)NC1CCCCC1)C(=O)CNC(=O)c1ccco1
    13	4	3	3	4	-14	5	9	6

Next entries
Every second line gives: PREPL inh	PAFAH1B3 inh	PAFAH2 FP inh	EBNA-1 inh	LYPLA1 counter	ZTA DNA inh	PAFAH1B2 inh	LYPLA2 counter	pPAFAH inh
#21 Cc1cccc(Cn2c(CN3CCN(Cc4ccccc4)CC3)nc3c2c(=O)[nH]c(=O)n3C)c1
    -5	4	-4	-12	7	-9	0	6	6
#22 CC(C)(C)c1cnnn1-c1ccc(C=O)cc1
    -9	3	3	6	-1	16	3	5	4
#23 Cc1cc(-c2ccccc2)nc(N(C)NC(=O)c2cccc(C(F)(F)F)c2)c1S(C)(=O)=O
    -1	4	2	6	-1	10	8	6	3
#24 Cc1cccc(-n2nnnc2SCC(=O)N(CC(C)C)c2c(N)n(CC(C)C)c(=O)[nH]c2=O)c1
    -2	5	1	-6	-1	-5	3	5	4
#25 CCOC(=O)N1CCN(c2ccc(C(C)=O)cc2F)CC1
    5	1	-8	1	-2	-3	1	-6	4
#26 C=CCN1C(=O)/C(=C\c2ccc(Cl)cc2)N=C1SCC(=O)NC1CCCCC1
    7	8	-2	-7	-1	3	1	2	3
#27 CC1Cc2ccccc2N1C(=O)COC(=O)Cn1cnc2ccccc2c1=O (centres undefined)
    -8	-2	-5	-11	2	14	-2	6	4
#28 CCOC(=O)N1CCN(c2nc(-c3ccco3)cc(C(F)(F)F)n2)CC1
    19	7	-6	-7	0	-3	3	1	2
#29 CCNc1oc(/C=C/c2ccc(OCC)cc2)nc1C#N
    23	-2	1	-11	0	8	10	6	8
#30 COc1cccc(CNC(=O)CSc2ccc(-c3cccs3)nn2)c1
    6	6	5	-3	1	-13	0	3	0

Arranged by SMILES length (rising): part of the list above.
Every second line gives: PREPL inh	PAFAH1B3 inh	PAFAH2 FP inh	EBNA-1 inh	LYPLA1 counter	ZTA DNA inh	PAFAH1B2 inh	LYPLA2 counter	pPAFAH inh
#2 O=C(NCCCn1ccnc1)Nc1cccc(Cl)c1
    -8	1	-6	3	-1	6	3	3	1
#7 Cc1ccc(NC(=O)c2ccccc2)cc1OC(=O)c1ccccc1
    5	1	1	7	-7	12	-4	-7	4
#16 Cc1cccc(NC(=O)c2cc(N3C(=O)CCC3=O)ccc2Cl)n1
    9	2	0	1	1	-2	4	8	-3
#13 O=C(NCC1CC1)c1onc(CSc2ccccc2)c1C(=O)NCC1CC1
    17	1	0	-2	-2	1	-2	-3	2
#9 Cc1ccc(N(CC(=O)NC2CCCCC2)C(=O)CNC(=O)c2ccco2)cc1F
    -2	9	3	-5	-4	6	2	-7	-2

Continued.
31. CCOc1ccc(C(=O)COC(=O)c2cccc(-n3cnnn3)c2)cc1
32. CCCN(CC(=O)Nc1ccccc1OC)C(=O)Cn1[nH]c(=O)c2ccccc2c1=O
33. CNC(=S)N(CCc1c(C)[nH]c2ccc(OC)cc12)Cc1ccco1
34. Cc1cc(C)cc(-n2ncc3c2CCCC3NC(=O)C2CCC2)c1 (centres undefined)
35. CCOC(=O)C1CCCN(S(=O)(=O)c2ccc(F)c(C(=O)Nc3ccc(F)c(F)c3)c2)C1 (centres undefined)
36. CCOC(=O)N1CCN(CC(O)COc2cc(C)ccc2C(C)C)CC1 (centres undefined)
37. CCNS(=O)(=O)c1ccc(NC(=O)Cn2cc([N+](=O)[O-])cn2)cc1
38. C=CCC1CCCC(=O)N2CCCC12 (centres undefined)

assay / entry,31,32,33,34,35,36,37,38
PREPL inh,8,3,-13,-2,10,-4,-5,.
PAFAH1B3 inh,-4,2,16,6,-3,-5,0,8
PAFAH2 FP inh,5,-2,1,-3,20,0,0,3
EBNA-1 inh,2,.,-2,2,13,4,5,.
LYPLA1 counter,-2,4,3,-2,-2,-2,-2,.
ZTA DNA inh,1,8,1,14,1,-1,-3,.
PAFAH1B2 inh,1,0,5,2,2,2,-3,6
LYPLA2 counter,1,1,-1,4,-1,0,-3,.
pPAFAH inh,-1,2,12,8,2,3,1,5

39. COc1ccc(S(=O)(=O)NCC2CCCN(Cc3ccccc3C)C2)cc1 (centres undefined)
40. COc1ccc2ccccc2c1/C=N/NC(=O)c1cc(C)[nH]n1
41. COc1ccc(CC(=O)Nc2nc3n(n2)C(c2ccccc2)CC(=O)N3)cc1OC (centres undefined)
42. O=C(COc1ccccc1)N/N=C/c1ccc([N+](=O)[O-])o1
43. COC(=O)c1ccccc1NC(=O)Cn1nnc(-c2ccc(OC)cc2)n1
44. COc1ccc(OC)c(NC(=O)C(C)N2c3cccc4cccc(c34)S2(=O)=O)c1 (centres undefined)
45. CCOC(=O)CNC(=O)c1c2c(nc3ccccc13)CCCC2
46. CCN(CC(=O)NC(C)C)C(=O)Cc1ccc(C)c(C)c1

assay / entry,39,40,41,42,43,44,45,46
PREPL inh,4,6,7,8,14,4,19,5
PAFAH1B3 inh,3,2,10,2,5,1,4,7
PAFAH2 FP inh,-2,19,3,1,6,-1,-3,0
EBNA-1 inh,-6,4,-3,-6,2,-1,-4,2
LYPLA1 counter,2,1,3,1,-2,-1,0,-6
ZTA DNA inh,-2,13,-4,0,0,-4,-12,-3
PAFAH1B2 inh,3,-2,-1,2,0,5,2,-3
LYPLA2 counter,-5,2,3,-3,-5,-1,3,0
pPAFAH inh,-3,2,2,1,-5,2,-4,6

47. CCN(CC)CCCNC(=S)N(Cc1cccs1)Cc1cc2cc3c(cc2[nH]c1=O)OCCO3
48. O=C(Nc1ccc(F)cc1)c1cccc(N2C(=O)C3C4C=CC(C4)C3C2=O)c1 (centres undefined)
49. CCN1C(=O)C2(SC(NC(C)=O)=NN2C(C)=O)c2cc(C)cc(C)c21 (centres undefined)
50. O=S(=O)(Nc1ccc2c(c1)OCCO2)c1cccc2cccnc12
51. Cc1ccccc1C(=O)NNC(=O)Cc1cccc2ccccc12
52. O=C1[C@H](c2ccccc2)[C@@H](c2ccccc2)N1c1ccncc1
53. COc1ccc(CCC(=O)Nc2ccc3c(c2)OCO3)cc1
54. O=C(NCCCO)C(=O)NCc1ccccn1
55. Cc1nc(NCCc2ccc(F)cc2)c(C#N)c(C)c1[N+](=O)[O-]
56. CCCc1cc(N2CCC(C(N)=O)CC2)nc(-c2ccccc2)n1
57. COc1cccc(NC(=O)Cn2c(=O)oc3cc(S(=O)(=O)N4CCCC4)ccc32)c1

assay / entry,47,48,49,50,51,52,53,54,55,56,57
PREPL inh,6,5,-6,4,12,.,9,5,11,1,20
PAFAH1B3 inh,2,-3,4,-2,4,9,3,8,6,9,-3
PAFAH2 FP inh,7,4,-7,-7,-1,2,6,2,12,2,-1
EBNA-1 inh,13,-10,-9,8,-1,.,-10,-6,-5,1,8
LYPLA1 counter,4,-4,-5,-6,-1,.,1,0,-1,-5,-1
ZTA DNA inh,-12,-4,5,9,-15,.,-13,-15,-14,6,13
PAFAH1B2 inh,1,4,-4,7,0,4,-6,2,4,-1,3
LYPLA2 counter,0,-3,5,-6,7,.,4,3,6,-5,3
pPAFAH inh,5,4,-1,0,3,3,3,7,1,2,6
